Bcl-XL Bim block = inhibitors of Bim-Bcl-XL binding, primary screen, biochemical, multiplexed, bead flow cytometry, human Bcl-XL. 190,000 tested, 0.04% active. Bcl-2-like protein 1 (Homo sapiens), Q07817. AID 1007, 2008. inhibition, % at 10 µM. Bim peptide-Bcl-XL binding, fluorescence
Bcl-B Bim block = inhibitors of Bim-Bcl-B binding, primary screen, biochemical, multiplexed, human Bcl-2 family; Bcl-2-like protein 10 (Homo sapiens), Q9HD36; AID 951, 2007; bead-based flow cytometry, Bim peptide-Bcl-B binding; 190,000 tested, 0.073% active; inhibition, % at 10 µM;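 note: 0% = tracer peptide without compound and 100% = reference inhibitor peptide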
Bim-Bcl-2 = inhibitors of Bim-Bcl-2 binding, primary screen, biochemical, multiplexed, human Bcl-2 family | 190,000 tested, 0.06% active | Apoptosis regulator Bcl-2 (Homo sapiens), P10415 | Bead-based flow cytometry, Bim peptide-Bcl-2 binding | inhibition, % at 10 µM; in the data active = inhibition above about 40%; inconclusive = no clear call, values can overlap the other calls;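 note: 0% = no compound wells with probe peptide and 100% = reference peptide inhibitor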
RGS4-Gao reg = modulators of RGS4 binding to Galphao, primary screen, biochemical, multiplexed bead flow cytometry. 220,000 tested, 0.33% active. Guanine nucleotide-binding protein G(o) subunit alpha (Homo sapiens), P09471. binding response (% of control), % at 10 µM. actives lie on both sides. AID 1415, 2008; in the data active = binding response below about 49% or above about 150%; inactive = in between;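 note: fluorescent Galphao activated with aluminum fluoride binding bead-coupled RGS4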
ABCG2 block = ABCG2 efflux pump inhibitors, primary screen, multiplex with ABCB1, IgMXP3 cells, flow cytometry | Broad substrate specificity ATP-binding cassette transporter ABCG2 (Homo sapiens), Q9UNQ0 | AID 1325, 2008 | JC-1 efflux | 190,000 tested, 0.1% active | inhibition, % at 6.6 µM;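 active = inhibition above 80%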;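 note: 0% = DMSO and 100% = nicardipine control wells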
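Test system: IgMXP3 (ABCG2) plus far-red-tagged CCRF-Adr (ABCB1) cells / Amount: 3 million cells/mL in well / Reagent: JC-1 transporter substrate / Timing: 10 min compound exposure, 25 °C / Signal: flow cytometry, 530 nm JC-1 signal / Read-out: percent efflux inhibition, scaled nicardipine 100% to DMSO 0% / Benchmarks: nicardipine as high control, DMSO as low control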
Bim-Bfl-1 = inhibitors of Bim binding to Bfl-1, primary screen, biochemical, multiplexed, bead-based flow cytometry | 190,000 tested, 0.12% active | Bim-Bfl-1 binding inhibition | inhibition, % at 10 µM | AID 1008, 2008 | Bcl-2-related protein A1 (Homo sapiens), Q16548;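 note: 0% = wells without compound plus tracer and 100% = blocker peptide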
Avidin bead fluor = green autofluorescence of compounds with avidin beads – biophysical, 488/530 nm, flow cytometry, artefact control, profiling panel. compound fluorescence 488/530 nm; hits give high values. 220,000 tested, 0.38% active. fluorescence (KMESF) at 10 µM; in the data active = fluorescence above about 47; note: inactives centre near 10
Bim-Bcl-W = inhibitors of Bim binding to Bcl-W, primary screen, biochemical, multiplexed, bead-based flow cytometry | Bim peptide-Bcl-W binding | inhibition, % at 10 µM | 190,000 tested, 0.02% active;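 note: 0% = bound tracer without compound and 100% = peptide blocker; higher means less fluorescent Bim peptide bound to Bcl-W beads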
RGS7-Gao = RGS7-Galphao binding modulators, primary screen, biochemical, multiplexed bead flow cytometry; Guanine nucleotide-binding protein G(o) subunit alpha (Homo sapiens), P09471; actives lie on both sides; binding response (% of control), % at 10 µM; 220,000 tested, 0.35% active; AID 1439, 2008; in the data active = binding response below about 49% or above about 150%; inconclusive = no clear call, values can overlap the other calls; inactive = in between;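 note: fluorescent Galphao held in activated GDP-AlF4 state binding bead-coupled RGS7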
ABCB1 block = ABCB1 efflux pump inhibitors, primary screen, cell-based, multiplex, flow cytometry, ABCG2 counter-screen; ATP-dependent translocase ABCB1 (Homo sapiens), P08183; CCRF-Adr cells, JC-1 efflux; inhibition, % at 6.6 µM; 190,000 tested, 0.067% active; AID 1326, 2008; in the data active = inhibition above about 40%;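 note: 0% = vehicle and 100% = reference inhibitor; higher value means more JC-1 retained so stronger ABCB1 efflux block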
Target sequence (P08183 whole entry, looked up): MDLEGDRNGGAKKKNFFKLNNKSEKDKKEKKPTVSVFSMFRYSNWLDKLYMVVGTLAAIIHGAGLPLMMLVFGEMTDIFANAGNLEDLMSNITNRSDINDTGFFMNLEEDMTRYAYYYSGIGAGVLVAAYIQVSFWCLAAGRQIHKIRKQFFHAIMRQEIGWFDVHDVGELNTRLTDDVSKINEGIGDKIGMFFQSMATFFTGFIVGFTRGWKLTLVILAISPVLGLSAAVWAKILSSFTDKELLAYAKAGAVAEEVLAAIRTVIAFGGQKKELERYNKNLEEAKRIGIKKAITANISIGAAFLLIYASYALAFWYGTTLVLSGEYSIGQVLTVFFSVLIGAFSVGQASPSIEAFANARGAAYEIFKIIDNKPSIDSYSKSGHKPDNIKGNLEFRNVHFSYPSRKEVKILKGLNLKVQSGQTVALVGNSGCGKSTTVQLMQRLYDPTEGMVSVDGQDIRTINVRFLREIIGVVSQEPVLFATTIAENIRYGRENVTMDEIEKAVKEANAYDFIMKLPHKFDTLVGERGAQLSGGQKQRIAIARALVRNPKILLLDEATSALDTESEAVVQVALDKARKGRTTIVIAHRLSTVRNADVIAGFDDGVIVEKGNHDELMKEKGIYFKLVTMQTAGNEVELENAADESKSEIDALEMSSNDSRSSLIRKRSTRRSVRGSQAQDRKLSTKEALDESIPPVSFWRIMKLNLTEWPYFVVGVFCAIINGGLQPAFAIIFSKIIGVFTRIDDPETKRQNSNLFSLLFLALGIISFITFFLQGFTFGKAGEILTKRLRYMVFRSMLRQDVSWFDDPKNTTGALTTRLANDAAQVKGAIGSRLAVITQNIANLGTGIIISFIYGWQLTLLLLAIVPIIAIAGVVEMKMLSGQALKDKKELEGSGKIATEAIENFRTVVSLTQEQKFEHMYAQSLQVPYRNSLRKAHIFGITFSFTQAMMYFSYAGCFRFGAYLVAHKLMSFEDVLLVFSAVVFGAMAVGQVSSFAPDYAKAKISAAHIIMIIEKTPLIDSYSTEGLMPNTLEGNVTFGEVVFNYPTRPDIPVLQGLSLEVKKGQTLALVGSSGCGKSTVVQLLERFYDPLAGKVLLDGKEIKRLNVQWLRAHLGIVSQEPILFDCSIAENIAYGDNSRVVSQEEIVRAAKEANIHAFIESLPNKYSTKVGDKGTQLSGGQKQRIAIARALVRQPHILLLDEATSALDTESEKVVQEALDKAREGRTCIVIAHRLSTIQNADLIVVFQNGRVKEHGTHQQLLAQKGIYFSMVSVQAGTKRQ
GSH fluor = compound fluorescence on glutathione beads, profiling panel, artefact control, biophysical, 488/530 nm, flow cytometry; fluorescence (KMESF) at 10 µM; GSH beads flow cytometry, compound fluorescence 488/530 nm; hits give high values; 190,000 tested, 0.25% active; in the data active = fluorescence above about 89;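 note: glutathione beads carrying GST-tagged Bcl family fusion proteins plus one bare bead set; values are compound well signal with DMSO vehicle wells as background; inactives centre near 16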
* = called active by the depositor; u = inconclusive; x = no result given; [ ] = remark or other dose. Cut-off read from the data, not from the text of the source, unless noted: active = inhibition above about 40%.

SMILES	Bcl-XL Bim block	Bcl-B Bim block	Bim-Bcl-2	RGS4-Gao reg	ABCG2 block	Bim-Bfl-1	Avidin bead fluor	Bim-Bcl-W	RGS7-Gao	ABCB1 block	GSH fluor
CCC(C)n1c(O)c(/C=N/N2CCOCC2)c(=O)[nH]c1=S (stereo unspecified)	-1	-2	2	101	1	1	15	1	99	0.1	25
N=c1n(CCO)c2ccccc2n1Cc1ccccc1	-4	-3	-2	104	-4	-3	18	-4	103	-0.8	11
C=CCN1C(=O)/C(=C/c2ccc(N3CCOCC3)o2)C(=O)NC1=S	-3	-4	-2	105	-3	3	10	-3	101	-0.4	12
O=C(C1CCCO1)N1CCC2(CC1)OCCO2 (stereo unspecified)	-8	-8	-10	100	-3	-13	12	-3	95	-0.3	34
Cc1cc(C)c(S(=O)(=O)NCC2CCC(C(=O)N3CCC4(CC3)OCCO4)CC2)c(C)c1 (stereo unspecified)	1	-3	-4	101	1	-1	16	0	101	0.6	11
COC(=O)N1C(c2ccccc2)C1c1ccccc1 (stereo unspecified)	-4	-7	-4	96	2	-7	11	-4	94	0.5	14
CCS(=O)(=O)N1CCC(C(=O)N2CCC3(CC2)OCCO3)CC1	-13	-9	-11	102	8	-18	13	-3	99	1.2	29
CC1CCC(NCCc2ccc3c(c2)OCO3)CC1 (stereo unspecified)	-1	-4	-5	98	3	-10	7	-2	97	0.4	4
CCN(CC)Cc1c[nH]c2ccccc12	-10	-12	-12	104	28	-24	32	-7	98	1.6	28
C=CCN1C(=O)NC(=O)/C(=C/c2cnc(SC)nc2)C1=O	-2	-4	1	91	4	0	14	3	91	0.7	21
CN(C)CC1CCCCC1OC(=O)c1ccc(Cl)c(Cl)c1 (stereo unspecified)	0	1	10	104	1	5	14	-1	108	1.0	7
CC1CCCN(CC(=O)c2ccc(Cl)c(Cl)c2)C1 (stereo unspecified)	-1	-5	0	106	2	-2	10	-4	101	0.4	17
COc1cc(N2CCOCC2)ccc1/C=C1\C(=O)NC(=O)N(Cc2ccc3c(c2)OCO3)C1=O	-2	-1	0	102	-2	1	12	-2	98	-1.1	15
O=C(c1ccc(Cl)cc1)C1CCCN(Cc2ccc3nonc3c2)C1 (stereo unspecified)	-6	-4	-2	101	7	-6	1	-5	105	0.8	13
O=C(CN1CCCCC1)c1ccccc1F	2	-4	0	109	16	-6	8	-2	102	-0.2	15
COc1ccc(C(=O)C2CCCN(Cc3ccon3)C2)c(OC)c1 (stereo unspecified)	-5	-8	-12	97	0	-11	4	-3	94	-0.3	21
OC(CNC1CCCCC1)C(F)(F)F (stereo unspecified)	-1	-1	-6	90	7	-5	10	0	92	0.4	12
Cc1ccccc1N1C(=O)NC(=O)/C(=C\c2cc(C)n(C)c2C)C1=O	-1	0	-2	103	2	0	11	-3	101	0.3	20
Clc1ccc(OCC#CCN2CCOCC2)cc1	-1	-2	0	96	10	-2	10	2	u	0.7	19
O=c1[nH]c(O)c(N=Nc2cccc(S(=O)(=O)N3CCOCC3)c2)c(=O)[nH]1	-8	-11	-1	97	25	-4	8	-3	99	1.5	8
C=CCn1c(O)c(C(C)=NCCc2ccccc2)c(=O)[nH]c1=O	-4	-4	-7	99	7	-16	51*	2	99	0.8	24
CN(C)CCN=Cc1c(O)n(-c2cccc(C(F)(F)F)c2)c(=O)[nH]c1=O	7	-4	-4	100	2	-13	10	1	97	0.8	266*
Cc1[nH]c2ccccc2c1CCCNC1CCCCC1	-4	-5	-6	104	0	-5	7	-2	99	-0.1	11
C=C1C(O)(c2ccccc2)C2CC[N+]1(C)CC2 (stereo unspecified)	-3	-1	0	101	2	-2	18	-2	110	0.7	4
O=C1NC(=O)C(CCc2ccncc2)(c2ccccc2)C(=O)N1	0	0	-2	95	1	0	9	2	97	-0.1	27
Cc1cc(OCC(=O)O)c2c3c(c(=O)oc2c1)CCCC3	0	-3	-2	98	0	0	42	-1	104	0.1	16
Cc1ccc(C(=O)N[C@@H](C)CN2C3=NC[C@@H](Cc4ccccc4)N3C[C@H]2Cc2ccc(O)cc2)cc1Br	-2	-12	1	17*	1	-4	-1	-3	5.7*	0.7	22
CCOC(=O)c1c(C)n(CCN2CCN(C)CC2)c2ccc(OC)cc12	-8	-8	-9	102	14	-17	13	-1	101	-0.5	28
CN1[C@@H]2CC[C@H]1CC(OC(=O)C1C=Nc3ccccc31)C2 (stereo partly specified)	0	-4	1	102	0	-1	6	-3	101	-0.2	20
COc1ccc(Cn2c(O)c(C=NCCN3CCOCC3)c(=O)[nH]c2=O)cc1	-1	-2	-1	106	1	-5	7	-1	105	-2.2	28
Fc1ccc(Cn2nnnc2C(c2ccc(Cl)cc2)N2CC=C(c3ccc(F)cc3)CC2)cc1 (stereo unspecified)	-8	-5	-4	99	4	0	13	-2	98	x	9
c1ccc(CCn2nnnc2CN2CCC(n3nnc4ccccc43)CC2)cc1	-5	-6	-2	131	4	-3	6	-3	128	1.2	7
CCN1CCN(c2ccc([N+](=O)[O-])cc2C(=O)OC)CC1	0	0	0	101	3	-3	13	1	99	0.7	15
CC(=O)C1C(=O)NC23CCCCC2C1c1ccccc1O3 (stereo unspecified)	-2	0	-3	100	4	-4	16	-3	98	0.6	52
CCOC(=O)c1c(/N=C/C2C(=O)NC(=O)NC2=O)sc2c1CCC2	6	0	0	99	6	1	10	4	u	0.9	10
CN1CCN(c2ccc(S(C)(=O)=O)cc2[N+](=O)[O-])CC1	-5	-9	-4	103	1	-4	17	-1	100	x	10
COc1ccc(OC)c(N2C(=O)NC(=O)/C(=C\c3ccc([N+](=O)[O-])s3)C2=O)c1	-5	-3	6	104	-1	21	15	1	104	-0.6	25
C[N+]1(C)CCOC(O)(c2ccc(-c3ccc(C4(O)C[N+](C)(C)CCO4)cc3)cc2)C1 (stereo unspecified)	-4	-1	0	101	-1	2	3	-1	105	-1.3	19
CCCCn1c(O)c(C(CC)=Nc2ccc(OC)cc2OC)c(=O)[nH]c1=O	3	0	-2	96	1	0	24	0	95	0.6	12
Cc1ccc(-c2nc3ccccc3c(=O)n2-c2nccs2)cc1	-7	-5	-10	102	39	-18	11	-1	105	0.9	23

2 compounds drawn at random from those above, as already listed:
SMILES	Bcl-XL Bim block	Bcl-B Bim block	Bim-Bcl-2	RGS4-Gao reg	ABCG2 block	Bim-Bfl-1	Avidin bead fluor	Bim-Bcl-W	RGS7-Gao	ABCB1 block	GSH fluor
COc1ccc(Cn2c(O)c(C=NCCN3CCOCC3)c(=O)[nH]c2=O)cc1	-1	-2	-1	106	1	-5	7	-1	105	-2.2	28
CN(C)CCN=Cc1c(O)n(-c2cccc(C(F)(F)F)c2)c(=O)[nH]c1=O	7	-4	-4	100	2	-13	10	1	97	0.8	266*

Carrying on:
SMILES	Bcl-XL Bim block	Bcl-B Bim block	Bim-Bcl-2	RGS4-Gao reg	ABCG2 block	Bim-Bfl-1	Avidin bead fluor	Bim-Bcl-W	RGS7-Gao	ABCB1 block	GSH fluor
CCCCN1CCC(C#N)(Nc2ccccc2)CC1	-4	-5	0	98	0	-10	4	0	96	0.1	22
CCCCN1C(=O)NC(=O)/C(=C/c2cnc(SC)nc2)C1=O	-2	-1	0	88	-2	-2	x	-2	84	-0.7	12
OC1/C(=C/c2ccccc2F)N2CCC1CC2 (stereo unspecified)	0	0	0	106	0	-3	5	0	111	0.2	11
CCC(=NCCC(c1ccccc1)c1ccccc1)c1c(O)n(C)c(=O)n(C)c1=O	-5	-13	-3	98	-6	-10	16	-4	100	0.8	16
O=C(CN1CCN(c2ccccc2F)CC1)Nc1cccnc1Cl	3	2	-2	100	6	0	11	3	u	1.4	11
Cn1c(O)c(C=NC2CC3CCC2(C)C3(C)C)c(=O)[nH]c1=O (stereo unspecified)	-5	-3	0	98	9	0	34	-2	95	0.5	26
N#Cc1ccccc1Cn1cc(C(=O)c2cccs2)c2ccccc21	-1	-4	-3	98	6	-3	28	0	97	1.6	29
COc1ccc(OC)c(/C=N/OC(=O)Nc2ccc(Cl)cc2)c1	7	10	1	96	2	8	11	3	93	-0.1	24
Cc1c2ccncc2c(C)c2c1[nH]c1ccccc12	9	9	5	154*[activator]	20	12	15	7	128	12	18
O=C(CN1CC=C(c2ccccc2)CC1)NC(=O)NCc1ccccc1	-2	3	0	100	8	1	10	-1	96	0.1	11
Cc1cc(Cl)ccc1OC(C)C(=O)O (stereo unspecified)	0	0	2	97	0	0	13	0	98	0.1	13
CCC1(CC)C(=O)NC(=Nc2cccc(C(F)(F)F)c2)NC1=O	9	-3	-5	97	-1	-7	10	0	99	0.5	29

Just Bim-Bcl-2, Bim-Bfl-1 and Bcl-B Bim block (six entries from above):
Compound,Bim-Bcl-2,Bim-Bfl-1,Bcl-B Bim block
CCCCN1CCC(C#N)(Nc2ccccc2)CC1,0,-10,-5
CCCCN1C(=O)NC(=O)/C(=C/c2cnc(SC)nc2)C1=O,0,-2,-1
OC1/C(=C/c2ccccc2F)N2CCC1CC2 (stereo unspecified),0,-3,0
CCC(=NCCC(c1ccccc1)c1ccccc1)c1c(O)n(C)c(=O)n(C)c1=O,-3,-10,-13
O=C(CN1CCN(c2ccccc2F)CC1)Nc1cccnc1Cl,-2,0,2
Cn1c(O)c(C=NC2CC3CCC2(C)C3(C)C)c(=O)[nH]c1=O (stereo unspecified),0,0,-3

An excerpt of these results, with values under each structure:
Sequence of screens – Bcl-XL Bim block, Bcl-B Bim block, Bim-Bcl-2, RGS4-Gao reg, ABCG2 block, Bim-Bfl-1, Avidin bead fluor, Bim-Bcl-W, RGS7-Gao, ABCB1 block, GSH fluor
OC1/C(=C/c2ccccc2F)N2CCC1CC2 (stereo unspecified)
    0, 0, 0, 106, 0, -3, 5, 0, 111, 0.2, 11
CCC1(CC)C(=O)NC(=Nc2cccc(C(F)(F)F)c2)NC1=O
    9, -3, -5, 97, -1, -7, 10, 0, 99, 0.5, 29
COc1ccc(OC)c(/C=N/OC(=O)Nc2ccc(Cl)cc2)c1
    7, 10, 1, 96, 2, 8, 11, 3, 93, -0.1, 24
CCC(=NCCC(c1ccccc1)c1ccccc1)c1c(O)n(C)c(=O)n(C)c1=O
    -5, -13, -3, 98, -6, -10, 16, -4, 100, 0.8, 16
CCCCN1C(=O)NC(=O)/C(=C/c2cnc(SC)nc2)C1=O
    -2, -1, 0, 88, -2, -2, x, -2, 84, -0.7, 12

Compound activity as filed in PubChem BioAssay.

Some of the compounds tested; count on the stated rates, not on these rows.
